# Assay outcomes: PubChem, several laboratories
# NTR1 ag: agonists of NTR1, primary screen, imaging, U2OS cells, beta-arrestin-GFP, high content (AID 493036); 330,000 compounds, 0.17% hits; NTR1-U2OS beta-arrestin-GFP spot imaging, agonist mode; activation, % at 20 µM; Neurotensin receptor type 1 (Homo sapiens), P30989;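 active = activation at or above 40% of the spot to cytoplasm intensity ratio, with at least 20 cells analyzed; inconclusive = wells under 20 cells, flagged as cytotoxic or low count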;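 also: 0% = DMSO without peptide and 100% = 100 nM NTR1 peptide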
# Target sequence (P30989 whole entry, looked up): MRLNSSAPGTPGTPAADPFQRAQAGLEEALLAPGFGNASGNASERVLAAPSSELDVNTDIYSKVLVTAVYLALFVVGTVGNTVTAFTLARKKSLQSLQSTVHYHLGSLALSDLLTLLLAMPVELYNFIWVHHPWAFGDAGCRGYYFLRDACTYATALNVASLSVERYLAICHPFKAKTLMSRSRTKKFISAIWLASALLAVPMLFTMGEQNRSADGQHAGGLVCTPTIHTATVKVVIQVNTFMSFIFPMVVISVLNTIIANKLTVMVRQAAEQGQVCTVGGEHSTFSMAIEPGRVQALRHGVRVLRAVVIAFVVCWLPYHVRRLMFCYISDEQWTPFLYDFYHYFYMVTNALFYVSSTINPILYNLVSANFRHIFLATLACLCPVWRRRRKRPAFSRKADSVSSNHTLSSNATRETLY
# Salmonella PhoP GFP: inhibitors of PhoP regulon expression, primary screen, Salmonella Typhimurium, GFP reporter (AID 1863) | 300,000 compounds, 0.16% hits | inhibition, % at 50 µM, or IC50 in µM where a hit was titrated | S. Typhimurium PhoP-regulated promoter GFP reporter, 4 h; higher % means a stronger effect;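 active = inhibition over 29.93%, a cutoff 3 SD above the screen mean, later confirmed by dose response; inconclusive = inhibition over 29.93% but no dose response follow-up; inactive = inhibition at most 29.93% or unconfirmed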;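 also: 0% = low Mg2+ inducing control and 100% = high Mg2+ repressing control; strong numbers were not always called active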
# T cell modulator: modulators of CD8 T cell-vesicle binding, primary screen, mouse 2C CD8+ T cells, flow cytometry. AID 2052, 2009. calls only at 7 µM. 330,000 compounds, 0.068% hits. 2C CD8+ T cell-vesicle binding; active compounds read low;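 active = response, share of CD8 T cells binding vesicles, and their 90th percentile fluorescence all below set limits, cut at about 80% in these data, passing the limit was not always enough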
#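 Test system: purified 2C TCR transgenic mouse naive CD8+ T cells. Probe or stimulus: QL9-peptide-loaded Drosophila micro-vesicles bearing Ld, ICAM-1 and B7-1. Incubation: binding step 1.5 h, 37 °C, antibody labelling 20 min, ice. Measured by: flow cytometry of vesicle-bound cells.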
# Dengue-2 NS5 capping: Dengue-2 NS5 methyltransferase inhibitors, primary screen, biochemical, confirmation dose response (AID 588689). Genome polyprotein (Dengue virus type 2 (strain 16681-PDK53)). Dengue-2 NS5 methyltransferase capping enzyme assay, biochemical; higher % means a stronger effect. one-dose inhibition, % at 25 µM; IC50 in µM for titrated hits. 340,000 compounds, 0.3% hits; in the data active = a potency from the dose series; inconclusive = inhibition above about 29% without an active follow-up result
# RSV antiviral HEp-2: RSV antiviral activity via CPE protection, HEp-2 cells, primary 10 µM value included (AID 2391). HEp-2 cells, RSV-induced CPE inhibition; higher % means a stronger effect. CPE inhibition, % at 10 µM, or IC50 in µM where a hit was titrated. 310,000 compounds, 0.13% hits; in the data active = a potency from the dose series; inconclusive = CPE inhibition mostly from about 23% at the one dose, without a potency; inactive = the rest, 99 in 100 with CPE inhibition below about 21%; also: strong numbers were not always called active
# MgcRacGAP inhibition: MgcRacGAP GTPase-activating activity inhibitors, confirmation, biochemical, ADP Hunter fluorescence; inhibition, % at 30 µM, or IC50 in µM where a hit was titrated; MgcRacGAP-stimulated Rac1 GTP hydrolysis, ADP Hunter fluorescence; higher % means a stronger effect; GST-tagged Rac1 F28L mutant substrate; 340,000 compounds, 0.6% hits; Rac GTPase-activating protein 1 (Homo sapiens); AID 624330, 2012;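 active = first-screen hits whose inhibition reached a set limit at any dose in the follow-up dose series; inconclusive = inhibition above the set first-screen limit but never retested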;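 also: fluorescence reports GDP produced by GAP-driven GTP hydrolysis; strong numbers were not always called active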
# West Nile virus CPE: West Nile virus antiviral activity, cell-based, CPE readout (AID 1621); 290,000 compounds, 0.02% hits; CPE inhibition, % at 10 µM; hits with a dose series show IC50 in µM; West Nile virus-infected cells, CPE inhibition; higher % means a stronger effect; in the data active = a potency from the dose series; inconclusive = CPE inhibition mostly from about 3.7% at the one dose, without a potency; inactive = the rest, 99 in 100 with CPE inhibition below about 2.2%; also: strong numbers were not always called active
# Large T inhibition: SV40 large T antigen inhibitors, biochemical (AID 1903); 310,000 compounds, 0.39% hits; SV40 large T antigen ATPase/helicase inhibition assay; higher % means a stronger effect; inhibition, % at 20 µM, or IC50 in µM where a hit was titrated; in the data active = a potency from the dose series; inconclusive = inhibition mostly from about 32% at the one dose, without a potency; inactive = the rest, 99 in 100 with inhibition below about 32%; also: strong numbers were not always called active
# UTI89 phage lysis: inhibition of K1F phage lysis, E. coli UTI89, bacterial capsule biogenesis inhibitors, alamar blue (AID 488966). 340,000 compounds, 0.02% hits. E. coli UTI89 K1F phage lysis, alamar blue, 2 h; higher % means a stronger effect. inhibition, % at 100 µM; hits with a dose series show IC50 in µM;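 active = phage lysis inhibition, versus mean bacterial control, above a set limit; inconclusive = no clear call, values can overlap the other calls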;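 also: capsule biogenesis inhibitors block K1F phage lysis so surviving cells raise fluorescence; higher fluorescence means more inhibition of phage lysis; actives were called in the ten point dose series up to 300 µM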
# T cell modulator vesicle-bound %: recorded beside T cell modulator, whose call it bears; double positive events, %; measured here: CD8+ vesicle-bound cell fraction;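 binding gate set so that unloaded-vesicle control wells show 10% double positive cells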
# NTR1 ag cell count 20 µM: further read-out of NTR1 ag, marked with its call; cell count; measured here: cell count, cytotoxicity flag
# Dengue-2 NS5 capping pilot replicate: further read-out of Dengue-2 NS5 capping, marked with its call; inhibition, %; measured here: pilot screen replicate inhibition
# Active calls of the source: *; i = inactive; ? = inconclusive; nt = no result given; ! = a repeat was not active; [ ] = dose if it differs, or a comment.
SMILES,NTR1 ag,NTR1 ag cell count 20 µM,Salmonella PhoP GFP,T cell modulator,T cell modulator vesicle-bound %,Dengue-2 NS5 capping,RSV antiviral HEp-2,MgcRacGAP inhibition,West Nile virus CPE,Large T inhibition,UTI89 phage lysis,others
O=C(NCCS(=O)(=O)N1CCN(c2ccccc2)CC1)c1cccc(F)c1,0.5,60,11%,i,7,1%,-0.5%,2%,nt,1%,2.8%[50 µM],
CCOC(=O)c1c(NC(=O)CSc2ncn[nH]2)sc(C(=O)N(C)C)c1C,0.4,43,-2%,i,18,-6%,2.5%,6%,nt,4%,-0.2%[50 µM],
CC(C)N(C(=O)CSc1nnc(NC(=O)Cc2cccs2)s1)C(C)C,0.8,39,-2%,i,14,-10%,8.1%,3%,-0.1%,12%,0.6%,
COc1cc(NC(=O)c2cccnc2Sc2ccc(Cl)cc2)cc(OC)c1OC,2.1,42,1%,i,45,0%,1.5%,2%,0.7%,6%,0.0%,
COc1ccc(C(=O)COc2ccc(F)cc2)c(O)c1C,0.8,43,4%,i,46,-7%,-0.8%,2%,0.2%,3%,-0.1%,
CNC(=O)c1ccc(Nc2nnc(-c3ccc(C)c(S(N)(=O)=O)c3)c3ccccc23)cc1,0.9,101,12%,i,47,3%,0.9%,13%,-0.1%,7%,0.0%,
COCCOn1c(SCCOC)nc2ccccc2c1=O,0.4,40,-6%,i,27,-6%,1.0%,-3%,-0.4%,9%,-1.1%,
NS(=O)(=O)c1ccc(NC(=O)c2ccc(F)cc2F)c(NC(=O)c2ccc(F)cc2F)c1,-1.7,47,-1%,i,18,1%,1.7%,2%,0.4%,6%,0.0%,
O=C(CNC(=O)c1ccccc1Cl)Nc1ccc(F)cc1,4.5,53,6%,i,43,-1%,2.2%,-3%,0.0%,4%,3.2%[50 µM],
N#Cc1c(=O)c2nc(NCc3ccccc3)ncc2n2ccccc12,1.9,64,5%,i,62,7%,1.2%,5%,0.1%,8%,0.3%,Dengue-2 NS5 capping pilot replicate=1.4
COc1ccc(C)cc1NC(=O)C1CC(=O)N(CCc2ccccc2)C1 (centres undefined),2.2,42,2%,i,31,-7%,-0.5%,6%,-0.8%,0%,1.4%,
NC(=O)c1ccsc1NC(=O)COC(=O)/C=C/c1ccccc1[N+](=O)[O-],7.3,59,nt,i,42,-4%,nt,2%,nt,nt,3.0%,
CN(C)C(=O)CN(C)S(=O)(=O)c1ccc(Cl)cc1,0.1,72,0%,i,33,-1%,-0.5%,-4%,1.0%,6%,4.2%,
C/C(=N\NC(=O)Cc1ccc(Cl)cc1)c1cccnc1,-0.1,65,2%,i,53,0%,18%,11%,0.6%,16%,-0.1%,
CCn1c(C)c(C(C)=O)c(N2CCCCC2)nc1=S,-1.2,46,12%,i,41,1%,3.8%,0%,0.2%,7%,0.1%,
COC(=O)[C@H](CCSC)NC(=O)Nc1cccc(C)c1C,0.2,45,-11%,i,18,1%,0.6%,-3%,0.3%,9%,-1.9%,
CC(C)CN(C(=O)CC1CCCC1)c1c(N)n(Cc2ccccc2)c(=O)[nH]c1=O,0.4,60,-8%,i,62,2%,-2.5%,1%,nt,8%,1.4%[50 µM],
NNC(=O)c1csc(COc2cc(Cl)cc(Cl)c2)n1,-0.5,49,-4%,i,60,nt,2.2%,nt,-0.1%,10%,nt,
Cc1cccc(OCC(=O)NCC(=O)N/N=C/c2cccnc2)c1,0.0,36,-1%,i,25,-7%,1.4%,13%,1.2%,1%,-0.6%,
CN(C)c1ccc(/C(=N\O)C(F)(F)F)cc1,1.8,49,6%,i,17,6%,0.7%,7%,0.4%,23%,2.1%,
C[C@H](NC(=O)c1nc[nH]c1C(=O)NCc1ccc(CNC(=O)OC(C)(C)C)cc1)c1ccccc1,19,62,nt,i,30,-7%,0.5%,17%,nt,nt,0.8%,
COc1ccccc1NC(=O)CC1COc2ccccc2O1 (centres undefined),-0.3,37,8%,i,16,-4%,0.8%,11%,-0.1%,10%,0.5%,
CCCCNC(=O)[C@@H]1CC=C[C@@H]2CCN(C3CC3)C(=O)[C@@H]21,-0.6,90,nt,i,6,-5%,0.4%,14%,0.2%,13%,1.2%,
Cc1c(C(=O)N2CCOCC2)c(S(=O)(=O)Nc2cccc(C#N)c2)c(C)n1C,-1.0,39,-3%,i,11,3%,3.0%,3%,0.1%,5%,0.2%,
Cc1cc(C)c(S(=O)(=O)N2CCCC2CNC(=O)c2ccc3c(c2)OCO3)c(C)c1 (centres undefined),3.9,48,3%,i,43,-5%,-1.2%,6%,nt,7%,0.7%[50 µM],
CCN(CCO)C(=O)C12CCC(C)(C(=O)C1)C2(C)C (centres undefined),1.9,75,1%,i,48,-2%,0.3%,-2%,-0.1%,7%,i,
COc1cccc(OC)c1CN(C)C(=O)c1cnccc1C(F)(F)F,-1.2,51,-9%,i,57,nt,2.0%,nt,0.0%,9%,nt,
Cc1ccc(S(=O)(=O)Nc2cc(C(=O)NCCN3CCCC3)ccc2N2CCCCC2)cc1,-0.1,35,13%,i,15,-12%,-4.1%,10%,-0.6%,-2%,-0.5%,
S=C(N/N=C/c1ccccc1Cl)Nc1cccc(Cl)c1Cl,3.9,30,4%,i,29,-8%,2.1%,1%,-0.3%,4%,-1.2%,
COc1ccccc1N1CSC2=C(C#N)C(c3ccc(SC)cc3)CC(=O)N2C1 (centres undefined),-1.3,52,10%,i,31,19%,1.2%,12%,0.3%,28µM*!,-1.4%,
COc1cc(OC)c(-c2nc3ccccc3s2)cc1OC,9.6,41,nt,i,30,-13%,22%,13%,-1.1%,nt,0.2%,
O=C1c2cccc3c(N4CCCCC4)ccc(c23)C(=O)N1c1ccccn1,-0.2,51,-126%,i,21,2%,0.9%,14%,-0.1%,6%,0.8%,
CCOCCCN(C)C1CCN(C(=O)c2oc3ccccc3c2NC(=O)COc2ccc(F)cc2)CC1,0.2,53,-9%,i,20,-7%,nt,8%,1.6%,16%,0.2%,
Cc1ccc(C2(c3ccccc3)NC(=O)N(CC(=O)NC3(C#N)CCCC3)C2=O)cc1C (centres undefined),-0.2,54,nt,i,51,-3%,nt,5%,nt,nt,-0.3%[50 µM],
COC(=O)Sc1nc(N2CCOCC2)c2c(c1C#N)CC(C)(C)OC2,-0.9,58,9%,i,54,2%,-0.1%,-3%,0.4%,1%,-1.9%,
COc1ccc(-c2nc3n(c(=O)c2C#N)CCS3)cc1,2.5,52,-12%,i,45,-2%,1.1%,15%,0.7%,6%,0.3%,
COC(=O)C(Cc1ccccc1)NC(=O)c1ccc(NS(=O)(=O)c2ccc3[nH]c(=O)[nH]c3c2)cc1 (centres undefined),1.7,62,nt,i,40,-1%,1.3%,6%,nt,nt,-0.1%,
Cn1c(=O)c2cn(-c3ccccc3)cc2n(C)c1=O,-2.0,77,8%,i,43,-2%,0.0%,1%,0.1%,7%,0.1%,
COc1ccc(NC(=O)C2CCCN2C(=O)Nc2cccc(F)c2)cc1 (centres undefined),1.1,70,-1%,i,34,1%,1.7%,4%,-0.2%,18%,0.4%,
O=C(NCC1CCCO1)C1CCC(=O)N1Cc1ccccc1Cl (centres undefined),0.7,41,6%,i,22,0%,-0.4%,8%,0.1%,0%,1.4%,
Cn1cnnc1SCC(=O)Nc1ccc2ccccc2c1,-1.3,83,nt,i,7,-3%,0.1%,9%,nt,nt,0.8%[50 µM],
CCc1ccc2c(CN(C)Cc3ccccc3OC)cc(=O)oc2c1,1.7,122,1%,i,54,-3%,8.0%,?,-0.9%,10%,0.0%,
CC(=O)NCC(=O)OCC(=O)c1ccc(C)c(C)c1,-0.5,66,-4%,i,20,4%,0.8%,2%,0.7%,-6%,1.5%,
O=C(Nc1ccccn1)c1ccc(Cl)c(S(=O)(=O)N2CCOCC2)c1,1.8,56,0%,i,10,-2%,3.1%,8%,-0.7%,21%,0.1%,
CCO/C=C1/C(=O)N(CC)c2ccccc21,0.0,59,1%,i,59,1%,7.5%,2%,nt,-3%,3.2%,
CC1CN(C(=O)C(C)N2CCN(c3cccc(Cl)c3)CC2)CC(C)O1 (centres undefined),2.5,69,-8%,i,62,0%,0.3%,-9%,-0.4%,26%,-1.2%,
CC(C)Cc1nnc(NC(=O)CC(C)c2ccccc2)s1 (centres undefined),0.1,64,-4%,i,42,2%,3.8%,4%,-0.3%,11%,-0.1%,Dengue-2 NS5 capping pilot replicate=-4.9
COc1cc(CC(NC(C)=O)C(=O)NC2CCN(c3nc(C)cc(C)c3C#N)CC2)cc(OC)c1 (centres undefined),-0.4,62,9%,i,40,-3%,-0.1%,8%,nt,2%,4.9%,
COc1ccc(OC)c(S(=O)(=O)N2CCC(C(=O)Nc3ccc(C)c(C)c3)CC2)c1,0.6,77,-14%,i,24,0%,8.6%,10%,-0.3%,16%,0.6%,
CC(C)N(c1ccccc1)c1ccc(NC(=O)C2CCCO2)cc1 (centres undefined),0.5,95,-10%,i,31,-3%,2.1%,1%,-0.7%,25%,-0.3%,
O=C(/C=C/c1ccccc1[N+](=O)[O-])N1CCN(C(=O)c2ccco2)CC1,1.8,64,-4%,i,55,3%,-0.8%,-1%,-0.3%,25%,0.8%,

# Compounds as they come. Share with any hit: about 1.5%.
